Compound activity (PubChem)
Nrf2 activator: qHTS of Nrf2 Activators; AREc32 ARE-luciferase reporter (MCF7-derived line), luminescence, 24 h; Potency, µM (series often up to 46.1 µM), without a hit: at the top dose activation, usual class: activators; 0.31% of 410,000 active; AID 624171, 2012; also: potency is read from the fitted curve at half-maximal effect; % of control where 0% means no effect; nearly all actives have a fitted effect of over 65% in size
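ARE activation measured as luciferase luminescence (Steady-Glo, 30 min RT) in AREc32_Fluc cells after 24 hr compound exposure at 37 deg C, 5% CO2; cells seeded overnight at 1000/well in OPTI-MEM, 5% FBS.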
Mm-Cpn inhibitor: Inhibitors of TCP-1 ring complex (TRiC) of Methanococcus maripaludis (MmCpn): qHTS. Potency, µM (highest dose often 76.9 µM), for inactives: at the highest dose activity, negative = inhibition, hits mostly inhibitors. Chaperonin Mm-Cpn (Methanococcus maripaludis). AID 504842, 2011. purified Mm-Cpn ATPase, ADP Transcreener TR-FRET. 0.031% of 330,000 active; also: potency is read from the fitted curve at half-maximal effect; % is scaled to controls: 0 for no effect and ±100 for the full control effect; nearly all actives have a fitted effect of over 80% in size
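Purified archaeal Mm-CPN (25nM final) preincubated 10 min at 37degC with compound, then 10uM ATP for 30 min at 37degC; ADP measured by HTRF Transcreener TR-FRET; buffer 30 mM TRIS pH 7.4, 100mM KCl, 5mM MgCl2, 1mM DTT.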
Abeta rescue: qHTS for compounds that reverse cellular toxicity of Amyloid beta (A-beta) peptide in yeast: Primary Screen. yeast expressing A-beta42, growth rescue, OD600, 48 h; response scale: 0% DMSO, 100% iron-clioquinol control. Potency, µM (series often up to 46.1 µM), for inactives: top-dose growth rescue, actives largely listed as activators. 0.063% of 410,000 active. AID 1347071, 2019; also: potency is read from the fitted curve at half-maximal effect; nearly all actives have a fitted effect of over 55% in size
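Yeast growth medium received pinned compounds, then yeast cells expressing toxic A-beta were added; plates incubated at 30 C for 48 hr. Growth read as absorbance at 600 nm, normalized to DMSO and equimolar FeCl3 plus clioquinol controls.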
Nrf2 block: Nrf2 qHTS screen for inhibitors; A549 ARE-Fluc reporter, luciferase luminescence, 18-24 h; Potency, µM (top dose mostly 46 µM), for inactives: at the top dose activity change, negative = inhibition, hits mostly inhibitors; 2.1% of 360,000 active; also: potency is read from the fitted curve at half-maximal effect; % is scaled to controls: 0 for no effect and ±100 for the full control effect; nearly all actives have a fitted effect of over 60% in size
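A549 ARE_Fluc cells, 5000/well, 5% FBS OPTI-MEM; compounds in dose-response, 18-24 h at 37 °C/5% CO2; CellTiter-Fluor viability read (Ex 405/Em 525), then BugLite luciferase luminescence = Nrf2 activity.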
CCT chaperon mod: High-Throughput Screening for Modulators of Cytosolic Chaperonin Activity. 0.3% of 360,000 active. activity change, % (no concentration beside the values), hits read low. AID 651819, 2012. purified chaperonin ATPase assay, HTRF ADP detection, 30 min; in the data active = activity change below about -30%; also: % is scaled to controls: 0 for no effect and ±100 for the full control effect
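TRiC (40 or 20 nM final, by batch activity) in 30 mM Tris pH 7.4, 100 mM KCl, 5 mM MgCl2, 1 mM DTT was treated with compound at 76 uM single dose, then 10 uM ATP, 30 min at 37 °C. ADP was read by HTRF Transcreener.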
Akt phos inh: HTS Assay for Inhibitors of Akt Phophorylation: Primary Screen | Neuro2A IGF-stimulated pAkt S473 HTRF, 20 min; active compounds read low | activity change, % for hits at 50 µM | AID 651550, 2012 | 0.32% of 360,000 active; in the data active = activity change below about -80%; inconclusive = mostly about -51% to -80%; also: % is scaled to controls: 0 for no effect and ±100 for the full control effect
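Neuro2A cells in DMEM with 0.5% FBS, overnight at 37 deg C, given compound at single 50 µM final, then IGF (6 nM final) for 20 min at 37 deg C. Lysed; phospho-Akt Ser473 by HTRF after 24 h, 665/615 ratio.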
TGFb SMAD3 inh: qHTS for Inhibitors of TGF-b; HepG2 CAGA-GFP TGF-b/SMAD3 reporter, GFP fluorescence, 18 h; TGF-beta stimulated, 500 pg/mL final; Potency, µM (top dose mostly 46.1 µM), for inactives: top-dose activity, negative = inhibition, hits mostly inhibitors; 1.2% of 410,000 active; also: potency is read from the fitted curve at half-maximal effect; % is scaled to controls: 0 for no effect and ±100 for the full control effect; nearly all actives have a fitted effect of over 65% in size
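Smad-responsive CAGA-GFP expression was quantified in HEPG2 cells exposed to compounds and 500 pg/mL final TGF-beta for 18 h at 37 degrees C; unstimulated wells defined full inhibition.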
HepG2 tox: qHTS for Inhibitors of TGF-b: Cytotox Counterscreen; Potency, µM (doses to about 46.1 µM), for inactives: at the top dose activity change, negative = cytotoxicity, usual class: cytotoxic; 0.76% of 410,000 active; AID 588856, 2011; HepG2 CAGA-GFP viability, ATP luminescence, 18 h; also: potency is read from the fitted curve at half-maximal effect; some results filed as inactive show a strong effect at the top dose
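HepG2 CAGA-GFP cells (1000/well, DMEM with 1% FBS) received compound, then TGF-beta at 500 pg/mL final, and were incubated 18 hours at 37 degrees C. Viability was read by CellTiter-Glo luminescence. Media-only wells were set as complete cell-killing and DMSO as no toxicity.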
A549 tox: Nrf2 qHTS screen for inhibitors: counterscreen for cytotoxicity. A549 ARE-Fluc cells, CellTiter-Fluor viability, 18-24 h. Potency, µM (series often up to 46 µM), without a hit: top-dose activity change, negative = cytotoxicity, hits mostly inhibitors. 0.16% of 390,000 active. AID 504648, 2011; also: potency is read from the fitted curve at half-maximal effect; % is scaled to controls: 0 for no effect and ±100 for the full control effect
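A549 ARE_Fluc cells in 5% FBS OPTI-MEM were exposed to compounds in concentration-response for 18-24 h at 37 deg C. Viability was read by CellTiter-Fluor fluorescence (Ex 405/Em 525) after 30 min, before the luciferase read.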
The depositor's hits bear a star; i = inactive; u = inconclusive; x = not tested or not shown; [ ] = another dose, or the depositor's remark. Unless noted, calls follow the shape of the dose curve; as a rule, active = well fitted curve in the direction sought with a large enough effect; inconclusive = small, poorly fitted or top-dose-only effect, or another doubt; inactive = no such curve, though single readings can be large; an effect the other way counts as inactive or inconclusive.

SMILES,Nrf2 activator,Mm-Cpn inhibitor,Abeta rescue,Nrf2 block,CCT chaperon mod,Akt phos inh,TGFb SMAD3 inh,HepG2 tox,A549 tox
COc1ccc(Cn2c(C(=O)O)c(CNCCc3ccccc3Cl)c3ccc(C)cc32)cc1,5.2%,x,14%,u,x,x,u,-31%,u
CCC(=O)N1CCc2cc(Br)cc(S(=O)(=O)CCC(=O)Nc3cccc(C)c3C)c21,-0.3%,x,-17%,2%[9.27 µM],x,x,2%,10%,4%
NNC(=O)c1ccc(N2CCc3ccccc32)c([N+](=O)[O-])c1,-0.6%,-5%,-11%,-9%,-2.4,i,-11%,-18%,-18%
COc1cc(C2CC(=O)NC3=C2C(=O)CC(C)(C)C3)ccc1O (stereo not given),-0.3%,0%,3%,x,-3.3,i,-22%,-1%,0%
COc1ccc2[nH]c3c(c2c1)CCN(C(=O)c1cccc(Cl)c1)C3c1ccc(F)cc1 (stereo not given),3.3%,x,-8%,u,x,x,u,-12%,-1%
O=C(NC1CCCCC1)c1ccc(CNc2nc(=S)[nH]c3ccccc23)cc1,-0.5%,-3%,-12%,-23%,-5.0,i,8%,-13%,1%
COc1ccc(S(=O)(=O)c2cn(C)c3ccc(C)cc3c2=O)cc1,0.2%,x,-2%,3%,x,x,-4%,5%,0%
CCc1cccc(C)c1NC(=O)CN1C(=O)c2cccc3cccc1c23,0.2%,x,5%,-22%,x,x,-12%,-18%,1%
CCOC(=O)N1CCC(NC(=O)CN2C(=O)CCSc3ccccc32)CC1,0.5%,-1%,5%,12%,-0.1,i,8%,4%,1%
CCCCNC(=O)C1c2ccccc2OCC(=O)N1Cc1ccccc1 (stereo not given),0.0%,x,3%,x,0.4,i,x,x,x
COCCCNC(=O)c1ccc2sc(C3=C[C@@H](O)[C@@H](O)[C@@H](CO)O3)nc2c1,-1.8%,x,-18%,x,-2.4,i,-4%,0%,x
COc1ccc(S(=O)(=O)Oc2ccc3c(c2)O/C(=C\c2cccnc2)C3=O)cc1,0.3%,-4%,14%,-22%,-0.6,i,-22%,-12%,0%[1.84 µM]
COc1cc(C(=O)NNC2=CC(=O)CC(C)(C)C2)cc(OC)c1OC,0.1%,0%,-13%,-2%,-4.2,i,10%,-9%,8%
COc1ccc(NC(=O)c2cc(SC)ccc2Cl)cc1,2.7%,1%,-11%,-5%,-1.0,i,u,-13%,-5%
CC(=O)Nc1ccc(C(=O)N2CCN(S(=O)(=O)c3ccc4c(c3)OCCCO4)CC2)cc1,-0.3%,-1%,-23%,-5%,-2.3,i,10%,-30%,2%
CC1(C)CNC(=O)C=C(c2ccccc2)C1,0.3%,-3%,-20%,-21%,3.6,i,-5%,7%,5%
CCOC(=O)N1CCN(C(=O)c2ccc(CS(=O)c3cccc(C)c3)o2)CC1 (stereo not given),0.6%,x,11%,x,-2.2,i,2%,5%,x
Cc1ncn(-c2ccc(C(=O)Oc3ccccc3)cn2)n1,-0.3%,3%,3%,-5%,-0.7,i,3%,9%,2%
CS(=O)(=O)Nc1ccc2c(c1)nc1n2CCOC1,-0.2%,2%,1%,20%,3.3,i,-4%,8%,10%
CCOc1ccccc1OCCCOc1ccc([N+](=O)[O-])cc1Cl,3.3%,0%,9%,x,-2.3,i,u,-40%,u

Two records picked at random from those above, as already listed:
SMILES,Nrf2 activator,Mm-Cpn inhibitor,Abeta rescue,Nrf2 block,CCT chaperon mod,Akt phos inh,TGFb SMAD3 inh,HepG2 tox,A549 tox
CCOc1ccccc1OCCCOc1ccc([N+](=O)[O-])cc1Cl,3.3%,0%,9%,x,-2.3,i,u,-40%,u
CS(=O)(=O)Nc1ccc2c(c1)nc1n2CCOC1,-0.2%,2%,1%,20%,3.3,i,-4%,8%,10%

Following part
SMILES,Nrf2 activator,Mm-Cpn inhibitor,Abeta rescue,Nrf2 block,CCT chaperon mod,Akt phos inh,TGFb SMAD3 inh,HepG2 tox,A549 tox
CC(=O)Nc1ccc(S(=O)(=O)N2CCN(CC(=O)NC3CCCC3)CC2)cc1,0.4%,1%,24%,19%,1.7,i,0%,2%,18%
COc1cccc(C2NC(=O)c3n[nH]c(-c4cccs4)c32)c1 (stereo not given),3.4%,x,-3%,u,x,x,-13%,-2%,-1%
CCCCCC(=O)N1C[C@H](O)[C@@H](n2cc(C3CC3)nn2)C[C@@H]1c1ccc(OC)cc1,0.0%,x,-3%,x,0.7,i,6%,-15%,x
O=C(COc1ccc(Br)cc1)N1CCCCCC1,0.1%,-2%,-19%,0%,-3.1,i,17%,-2%,4%
O=C(Nc1ccc(Cl)cc1)Nc1ccc(N2CCOCC2)cc1,0.7%,0%,4%,-13%,-1.9,i,-1%,18%,-1%
Cc1cccc(N2CCN(C(=O)c3cc(S(=O)(=O)N4CCOCC4)cn3C)CC2C)c1 (stereo not given),0.2%,1%,4%,-9%,0.6,i,-5%,5%,0%
CC1CCc2sc3c(c2C1)c(=O)n(CC(=O)O)c(=O)n3Cc1ccc(Cl)cc1 (stereo not given),-0.3%,-2%,-38%[inhibitor],-12%,-0.6,i,u,-2%,0%
Cc1cc(S(=O)(=O)NCCCN2CCOCC2)ccc1Br,-0.6%,1%,-1%,5%,-2.3,i,5%,3%,-4%
CCS(=O)(=O)N1CCN(c2ccc([N+](=O)[O-])c(N3CCOCC3)c2)CC1,-0.7%,-2%,13%,-6%,1.1,i,-2%,-30%,-17%
Cc1cccc(C(=O)Nc2ccccc2SCC2CSc3nc4ccccc4c(=O)n32)c1 (stereo not given),-1.1%,0%,7%,x,0.5,i,0%,71%,u
CCOc1ccc(C(=O)NCc2ccc3c(c2)CCN3C(=O)c2ccccc2)cc1,0.8%,x,-7%,x,x,x,-21%,5%,-6%
O=C(c1ccc2oc(CCCc3ccccc3)nc2c1)N1CCCCC1CO (stereo not given),2.6%,0%,5%,u,-0.1,i,-7%,-1%,2%
O=C(NC1CC2CCCC(C1)N2C(=S)Nc1ccccc1)C1CC1 (stereo not given),-0.2%,-14%,9%,0%,0.3,i,-8%,-4%,1%
COC(=O)C1=C(C)NC(=O)C1(Nc1nccs1)C(F)(F)F (stereo not given),-0.7%,2%,9%,x,-2.0,i,13%,0%,1%
Cc1c(Cl)c([N+](=O)[O-])nn1CCCC(=O)NCCc1ccccc1,0.1%,1%,12%,u,-3.7,i,7%,25%,13%
O=C(Cn1nnc(-c2ccccc2)n1)NCc1ccc2c(c1)OCO2,-0.6%,-1%,-3%,x,-1.1,i,-3%,-6%,4%
CNc1cccc(-c2cc(OC)ccc2OC)n1,0.6%[9.22 µM],x,9%,x,2.3,i,7%,1%,x
CC(C)(C)c1csc(NC(=O)CSC2=NCCS2)n1,3.2%,2%,11%,-5%,1.3,i,2%,-8%,-2%
COc1ccc(C2=NCCc3cc(OC)c(OC)cc32)cc1,-0.4%,-2%,-15%,10%,2.5,i,-8%,-5%,-14%
CCOC(=O)C1=CCN(S(=O)(=O)c2ccc(F)cc2)C1c1cccc(C)c1 (stereo not given),5.4%,x,-1%,x,-0.5,i,u,-49%,x

5 compounds already listed, ordered by the value under TGFb SMAD3 inh, highest first.
smiles,TGFb SMAD3 inh
COC(=O)C1=C(C)NC(=O)C1(Nc1nccs1)C(F)(F)F (stereo not given),13%
Cc1c(Cl)c([N+](=O)[O-])nn1CCCC(=O)NCCc1ccccc1,7%
O=C(c1ccc2oc(CCCc3ccccc3)nc2c1)N1CCCCC1CO (stereo not given),-7%
COc1ccc(C2=NCCc3cc(OC)c(OC)cc32)cc1,-8%
COc1cccc(C2NC(=O)c3n[nH]c(-c4cccs4)c32)c1 (stereo not given),-13%

Later entries
SMILES,Nrf2 activator,Mm-Cpn inhibitor,Abeta rescue,Nrf2 block,CCT chaperon mod,Akt phos inh,TGFb SMAD3 inh,HepG2 tox,A549 tox
CCN(C(=O)Cn1c(C(=O)OC)cc2oc3ccccc3c21)c1cccc(C)c1,8.8%,x,-15%,u,x,x,u,-32%,3%
Cc1ccccc1-n1c(C)nnc1SCC(=O)NCC1CCCO1 (stereo not given),-0.8%,1%,-9%,10%,-2.7,x,9%,1%,0%
Cc1nc(Cl)c2oc3ccccc3c2n1,10%,-1%,-1%,4%,0.1,i,-4%,-17%,-2%
O=C(CN1C(=O)NC2(CCCC2)C1=O)Nc1ccccc1F,-0.8%,1%,-16%,x,-2.0,i,31%[activator],-9%,4%
Cc1nn2c(N3CCCC3)cc(C(C)C)nc2c1-c1ccccc1,-0.7%,-1%,20%,u,-1.9,i,-6%,-11%,-14%
